NPYLR7 agonist: mosquito NPYLR7 agonism; 270,000 tested, 0.15% active; AID 1259423; HEK293T NPYLR7/Galpha15, GCaMP6s calcium fluorescence; activation, % at 10 µM; in the data active means activation above about 40%;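 further: 0% = vehicle and 100% = reference agonist at the receptor; some compounds past the cut are filed as inactive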
mcGAS inh: mouse cGAS inhibition by luminescence. inhibition, % at 12.5 µM. AID 1259399. recombinant cGAS, Kinase-Glo ATP depletion luminescence. 160,000 tested, 0.15% active;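 further: 0% = negative control wells and 100% = reference inhibitor with no enzyme activity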
hcGAS lum: human cGAS inhibition; Q8N884; recombinant h-cGAS, ATP depletion, Kinase-Glo luminescence; inhibition, % at 12.5 µM; 290,000 tested, 0.081% active; AID 1259398;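 further: 0% = vehicle reaction and 100% = reaction without DNA for no activity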
Target sequence (Q8N884 whole entry, looked up): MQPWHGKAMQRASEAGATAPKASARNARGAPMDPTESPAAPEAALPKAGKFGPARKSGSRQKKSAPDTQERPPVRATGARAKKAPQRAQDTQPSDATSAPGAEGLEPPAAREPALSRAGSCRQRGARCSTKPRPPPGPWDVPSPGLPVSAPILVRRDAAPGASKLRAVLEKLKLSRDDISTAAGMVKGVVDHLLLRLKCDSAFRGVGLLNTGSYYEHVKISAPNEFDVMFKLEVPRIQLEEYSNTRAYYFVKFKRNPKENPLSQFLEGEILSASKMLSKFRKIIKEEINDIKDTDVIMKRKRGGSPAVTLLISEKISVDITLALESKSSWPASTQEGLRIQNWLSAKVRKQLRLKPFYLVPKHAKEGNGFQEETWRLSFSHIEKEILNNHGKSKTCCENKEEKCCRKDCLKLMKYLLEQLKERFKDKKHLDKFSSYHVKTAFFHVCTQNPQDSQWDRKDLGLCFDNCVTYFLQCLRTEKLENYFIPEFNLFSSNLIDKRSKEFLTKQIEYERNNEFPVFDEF
* = called active by the depositor; · = not tested or not shown; & = joins results of further samples. Unless noted, no stated cut-off is given here; in the data, active means inhibition above about 40%; inactive means the rest.

SMILES | NPYLR7 agonist | mcGAS inh | hcGAS lum
CC(=O)c1nnc2c(-c3ccccc3)c(C)nn2c1C | -2 | · | -8
CNC(=O)NC(=O)CNc1ccccc1Cc1ccccc1 | 11 | · | -2
Brc1ccc(C2Nc3ccc(Br)cc3C(c3ccccc3)O2)cc1 (centres undefined) | 8 | · | -4
CCOC(=O)Cc1csc(NC(=O)c2cccs2)n1 | -1 | · | -10
O=C(Cc1[nH]nc2ccccc12)N1CCC(CN2CCOCC2)C1 (centres undefined) | 4&7 | -8 | -12&-13
CCOC(=NCC1CC1)NC(=O)c1ccc(C)cc1 | 6 | -2 | -2
Clc1ccc2c(NCCN3CCCC3)nc(-c3ccco3)nc2c1 | 26 | 2 | 0
CC(=O)Nc1sc2c(c1-c1nc3ccccc3s1)CCN(C(C)=O)C2 | 3 | · | 7
COc1ccc(-c2nc(N(CCCN3CCOCC3)CCC(=O)NCc3cccc(C(F)(F)F)c3)c3ccccc3n2)cc1 | -11 | -1 | 5
Nc1cc(C(=O)N2CCCCC2)cc(Cl)n1 | 10 | · | -3

Filtered by structure: those above with a carbonyl joined to an NH by a bond outside any ring
SMILES | NPYLR7 agonist | mcGAS inh | hcGAS lum
CNC(=O)NC(=O)CNc1ccccc1Cc1ccccc1 | 11 | · | -2
CCOC(=O)Cc1csc(NC(=O)c2cccs2)n1 | -1 | · | -10
CCOC(=NCC1CC1)NC(=O)c1ccc(C)cc1 | 6 | -2 | -2
CC(=O)Nc1sc2c(c1-c1nc3ccccc3s1)CCN(C(C)=O)C2 | 3 | · | 7
COc1ccc(-c2nc(N(CCCN3CCOCC3)CCC(=O)NCc3cccc(C(F)(F)F)c3)c3ccccc3n2)cc1 | -11 | -1 | 5

Remaining list, next part:
SMILES | NPYLR7 agonist | mcGAS inh | hcGAS lum
O=C(c1ccc(-c2ccccc2F)o1)N1CCC(O)CC1 | 0 | · | -11
COc1ccccc1CNc1nc(-c2cccnc2)nn1C(=O)C1CC1 | -11 | · | -3
O=C(c1ccccc1F)N(Cc1csc(COc2ccc(Cl)cc2)n1)C1CC1 | 19 | -7 | -7
NC(=O)c1ccnc(N2CCC(N3CCCC(C(=O)N4CCOCC4)C3)CC2)c1 (centres undefined) | 25 | · | -10
O=C(CCSc1nc(-c2ccc(Br)cc2)cs1)N1CCCC1 | -7 | · | -6
CC(C)(C)n1ncc2c(=O)n(NC(=O)Cc3ccc(-c4ccccc4)cc3)cnc21 | -1 | · | -8
Cc1noc(C)c1S(=O)(=O)N1CCC2(CC1)Nc1ccccc1C(=O)N2CCO | 0 | · | -4
C=CCN1C[C@@H]2C[C@@H](C(=O)NC)N(C(=O)c3ccc4c(c3)OCCCO4)c3cccc(c32)C1=O | 1 | -4 | 3
COc1ccccc1N1CCN(C(=O)CC23CC4CC(CC(C4)C2)C3)CC1 | 11 | · | -7
Cc1cc(CN(C)Cc2cc3cc4c(cc3[nH]c2=O)CCC4)no1 | -3 | · | -2
CC(C)Cc1cc(NS(=O)(=O)/C=C/c2ccccc2Br)n[nH]1 | 2 | · | -11
CCC(C(=O)NC1CCN(c2ccccc2C(=O)N2CCN(C3CCCCCC3)CC2)CC1)c1ccccc1 (centres undefined) | 18 | -6 | -8
CC(NS(=O)(=O)c1c(N)n(C)c(=O)n(C)c1=O)c1ccccc1 (centres undefined) | 1 | -8 | -11
COCCN(CCOC)C(=O)c1ccc(-c2cc(-c3cccc4ccccc34)[nH]n2)cc1 | · | -5 | -3
CCC(C)NCc1cccn1Cc1cccc(Cl)c1 (centres undefined) | -12 | 2 | 1
CCO[C@H]1CN(C)C[C@@H]1NC(=O)c1nc(C(C)C)cs1 | · | 2 | 1
CCCn1cc(C(=O)NC2CCCN(c3ccc(C(F)(F)F)cn3)C2)c(C)n1 (centres undefined) | 5 | · | -9
CC(C)(C)c1ccc(-n2c(=O)[nH]c3c(C(N)=O)nc(-c4ccccc4[N+](=O)[O-])nc32)cc1 | -6 | -8 | -9
COCCNC(=O)CSc1nc(NC(C)=O)c(NC(=O)c2ccccc2)c(=O)[nH]1 | 0 | -7 | -3
Cc1ccc2nc(C)c(C(=O)NC3C=CS(=O)(=O)C3)cc2c1 (centres undefined) | 0 | · | -6
CN(C)CCCN1C(=O)C(=O)C(=C(O)c2ccc(Br)cc2)C1c1ccccc1 (centres undefined) | -3 | -6 | -1
CCOC(=O)c1ccc(NC(=O)N(CCCOC)CC(=O)N(CCc2ccc(OC)c(OC)c2)Cc2sccc2C)cc1 | -1 | -7 | -17
CC(=O)N(C)c1ccc(NC(=O)CNCCc2cccs2)cc1 | 10 | · | -4
CCCCN(CCCC)C(=O)c1[nH]c(C)c(C(C)=O)c1C | 9 | · | -8
COc1ccc(Cl)cc1Cn1c(C)c(C(=O)NCCC#N)sc1=O | 9 | · | -4
Cc1ccc(Oc2ncccc2CNC(=O)C(C)N2CCCC2)cn1 (centres undefined) | 24 | · | -2
COc1ccc(/C=C/C(=O)Nc2nc3ccccc3s2)cc1 | -3 | -6 | -6
Cc1nc(CCNC(=O)c2coc(COc3ccc(F)cc3)n2)sc1C | 2 | · | 3
CCN(CC)c1ccc(C2NC(=O)NC(C)=C2C(=O)OCC(F)(F)F)cc1 (centres undefined) | 10 | -7 | -3
Cc1cc(NCC(O)c2ccc(F)cc2F)nc(C)n1 (centres undefined) | 1 | -15 | -6
Cc1nc(C(F)(F)F)ccc1C(=O)N1CCC1(C)C(=O)NS(=O)(=O)c1ccc(Cl)s1 (centres undefined) | 7 | · | -2
O=C(Nc1ccccc1)c1ccc(CSc2nnc3ccccn23)cc1 | -16 | -3 | -8
Cc1nc(Cl)c(Cl)n1CC(=O)Nc1cc(-c2ccccn2)nn1C | 4 | · | -5
COc1ccc(NC(=O)c2ccccc2NC(=O)CN(C)C2CCN(C)CC2)cc1 | 8 | · | -10
O=C(NC1CCN(C(=O)c2ccc(F)c(C(F)(F)F)c2)CC1)C1CC1 | 4 | · | -4
Cc1cccc(-n2nc(-c3ccccc3F)cc2C(=O)NC(c2ccccc2)c2ccccc2)c1 | · | 1 | -2
O=C(Nc1ccc(S(=O)(=O)C2CCCC2)cc1)C(=O)N1CCCCCCC1 | 6 | · | -6
O=C(OCc1ccc(Cl)cc1)c1ccc(S(=O)(=O)N2CCCC2)o1 | 3 | · | -1
CCCCCCN(C(=O)Nc1cc(C(F)(F)F)cc(C(F)(F)F)c1)C(CC)c1nc2ccccc2c(=O)n1-c1ccc(CC)cc1 (centres undefined) | · | -1 | -3
Cc1ccccc1C(=O)Nc1ccc(C2SCC(=O)N2c2cccc(C)c2C)cc1 (centres undefined) | -19 | 1 | -3
CC1=C(C(=O)N(CC2CCN(Cc3ccccc3C)CC2)CC2CCCO2)OCCO1 (centres undefined) | 12 | · | -6
Cc1nc(C(C)C)cc(N2[C@@H]3CC[C@H]2CC(O)C3)n1 (some centres undefined) | 0 | · | -3
Cc1noc(C)c1NS(=O)(=O)c1ccc(C(=O)NCC(F)(F)F)cc1 | -1 | -7 | -4
CCOCCNC(=O)c1ccc(-n2nc(C(=O)OCC)cc2C2CC2)cc1 | -1 | -5 | -2
O=C(NC1(c2ccccc2)CCC1)c1nc(N2CCCC2)ncc1Cl | -1 | · | 5
Fc1ccc(N=c2scc(-c3ccc4c(c3)OCCO4)n2C2CCCC2)cc1 | 1 | -3 | -7
Cc1nn(C)c(C)c1S(=O)(=O)N1CC(c2ccccn2)C1 | 9 | · | -7
CCOC(=O)c1cn[nH]c1S(=O)(=O)N(CC)c1cccc(C)c1 | 2 | -5 | -2
Cc1cc(C)cc(CC(=O)N2CCC2(C)C(=O)NS(=O)(=O)c2ccc(Cl)s2)c1 (centres undefined) | 3 | · | -9
OCCCc1nc2ccc(Cc3ccc4nc(CCCO)[nH]c4c3)cc2[nH]1 | 0 | 2 | 2
(listing goes on)
SMILES | NPYLR7 agonist | mcGAS inh | hcGAS lum
CCCC(C)c1cc(N)n[nH]1 (centres undefined) | 0 | · | -4
CCN(C)c1ccnc(N2CCN(Cc3cc(F)ccc3F)CC2)n1 | 1 | · | 0
N#Cc1ccc(C(F)(F)F)nc1NC1CCCCCC1CO (centres undefined) | 4 | · | -6
CCn1cc(C(CC(=O)NCc2ccco2)c2cccc(Cl)c2)c2ccccc21 (centres undefined) | 1 | -6 | -7
O=C(c1cc(S(=O)(=O)Nc2cccc(C(F)(F)F)c2)c(Cl)cc1Cl)N1CCC1 | 8 | · | -3
CCC(C)C1NC2(CCN(C(=O)CC(C)C)CC2)N(Cc2cccc(C(F)(F)F)c2)C1=O (centres undefined) | 5 | · | -7
COc1cccc(OC)c1C(=O)N1CCN(C(C(=O)NC(C)c2ccccc2)C2CCCC2)CC1 (centres undefined) | -5 | · | -2
O=C(NCCO)C(=O)N1CCOCC1 | -4 | · | -11
CC(C)O[C@H]1CN(c2cc(N3CCOCC3)nc(N)n2)C[C@@H]1O | 3 | -3 | 1
O=C(O)/C=C/c1ccc(-n2cc(Br)cn2)c(F)c1 | -2 | -14 | -4
CN(C)c1ccc(C(=O)N2CCCC(CCC(=O)NCc3ccccc3F)C2)cc1 (centres undefined) | 3 | · | -1
Cc1cc(/C=C/C(=O)N2CCN(CC(=O)Nc3cccc(F)c3)CC2)c(C)n1C1CC1 | 2 | · | -8
Cc1ccc(C(O)c2ncc(-c3ccccc3Cl)[nH]2)cc1F (centres undefined) | 4 | · | -9
Cc1cccc(C(=O)NCc2nnc3n2CCC3)c1C | -1 | · | -8
CCc1nc2ccc(C(=O)N3CCN(C)CC3)cn2c1N(C)Cc1nccn1C | 3 | 2 | 0
COc1ccc(Br)c2[nH]c(C(=O)N(C)C)cc12 | -2&1 | -18 | -8&-7
CCOC(=O)c1c(NC(=O)COCCOC)c(-c2ccc(OC)cc2)cn1Cc1ccccc1 | 15 | -5 | -7
COc1cccc(CSc2nnc(CNC(=O)c3cccc(Cl)c3)n2-c2cc(Cl)ccc2C)c1 | 11 | -4 | -3
COc1ccc2[nH]cc(C3CCN(C(=O)c4scc(S(=O)(=O)C(C)C)c4Cl)CC3)c2c1 | -9 | 1 | 5
COc1cccc(Oc2ccc(-n3cnnc3)cn2)c1 | 8 | -16 | -4
Cc1cccn2c(=O)c(C=Nc3ccc4c(c3)OCO4)c(N3CCCC3)nc12 | -3 | -1 | 2
CN(C)CCCNc1nc2cc(-c3cnn(C)c3)sc2c(=O)n1C | 8 | · | -5
CCN(CC)c1onc(-c2ccc(F)cc2)c1CN(CCCOC)C(=O)c1ccc(F)cc1 | 6 | -3 | 1
C=CCC(CC=C)(NC(=O)c1ccccc1)c1ccccc1 | -20 | · | -1
CCOc1ccc2ccccc2c1C(=O)NCc1nnnn1-c1ccc(OC)cc1 | 19 | -4 | -2
CCOc1ccc(C2(C)N(O)C(CC)C(c3ccccc3)=[N+]2[O-])cc1 (centres undefined) | -11 | -6 | -2
COC(=O)c1ccc(C2SC[C@H]3C(=O)N(C)C(=S)N23)cc1 (some centres undefined) | -5 | · | -4
COc1ccc(CCC(=O)N2CCN(C(=O)c3cn(C)cc4c(=O)n(-c5ccccc5)nc3-4)CC2)cc1 | 0 | -8 | -7
c1ccc(Cn2cc(CN3CCCO3)c(-c3cc4ccccc4o3)n2)cc1 | 7 | -15 | -4
COc1ccc(/C=C2\SC(=S)N(Cc3ccco3)C2=O)cc1OC | -1 | -6 | -5
COCCSc1nc2c(c(=O)n(C)c(=O)n2C)n1Cc1ccccc1 | · | -2 | 1
Cn1c(C(C#N)C(=O)c2n[nH]c(=O)c3ccccc23)nc2ccccc21 (centres undefined) | 4 | · | -4
c1ccc(-c2nc3cc4ccccc4cc3[nH]2)nc1 | 3 | · | -8
COc1cccc(-c2cn3nc(-c4cccc(S(=O)(=O)N5CCCCC5)c4)n4c3c2CCCC4)c1 | -7 | -8 | -6
NC(=NOC(=O)c1ccccc1CCc1ccccc1)c1ccccc1 | 0 | -7 | -22
CCCCNC(=O)C1(C)CCN1CCc1ccccc1 (centres undefined) | 7 | · | -12
Fc1ccc(Nc2c3c(nc4nncn24)CCC3)cc1 | 3 | · | -8
COc1ccc(C(=O)N(CC(=O)Nc2nc(CC(=O)N3CC(C)OC(C)C3)cs2)CC(C)C)cc1 (centres undefined) | 20 | -3 | -8
CCCCOCC(O)CN(CCOC)Cc1c(CC)nn(-c2ccccc2)c1Oc1cccc(OC)c1 (centres undefined) | 4 | -6 | -3
O=C(NCC1CCCO1)C1CCN(C2CCN(C3CCSCC3)CC2)CC1 (centres undefined) | 8 | · | -1
COC(=O)c1ccc(CSc2ccnc3c2c(=O)n(C)c(=O)n3C)o1 | 6 | -9 | -11
COc1ccc(-c2cnc3ncnn3c2N2CCN(C(=O)CCCOc3ccccc3)CC2)cc1 | 28 | -6 | -1
COc1c(Cl)cccc1NC(=O)c1sccc1SC(F)F | 10 | -16 | -2

Record cards (already shown).
Fc1ccc(Nc2c3c(nc4nncn24)CCC3)cc1 is listed with NPYLR7 agonist: 3; mcGAS inh: ·; hcGAS lum: -8
COCCSc1nc2c(c(=O)n(C)c(=O)n2C)n1Cc1ccccc1 is listed with NPYLR7 agonist: ·; mcGAS inh: -2; hcGAS lum: 1
COc1c(Cl)cccc1NC(=O)c1sccc1SC(F)F is listed with NPYLR7 agonist: 10; mcGAS inh: -16; hcGAS lum: -2

From PubChem
